Source: PubChem (several laboratories)
HUVEC prolif 384: inhibitors of human endothelial cell proliferation. HUVEC proliferation, CellTiter-Glo luminescence, 72 h; hits give low values. viability, % at 10 µM (by protocol). hit rate 1.1% among 86,000;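 active means viability at or below 30%; inactive means viability above 30%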;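 further: 100% = median luminescence of DMSO-only cell control wells on each plate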
HUVEC tox TNFa: toxic to HUVEC cells under TNF alpha stimulation; HUVEC TNFalpha-stimulated, Hoechst cell count, imaging; cell count reduction, % at 2 µM; hit rate 0.17% among 93,000; AID 848;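 active means cell count reduction exceeding the screen mean by over 5 SD, scaled to untreated wells per plate, cut at about 78% in these data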;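 further: cells counted after 24 h of TNF alpha exposure following the 1 h pretreatment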
cytoskel mod: alters cytoskeleton assembly in HUVEC cells. HUVEC TNFa F-actin phalloidin imaging, high content. AID 836. hit rate 0.18% among 91,000. inhibition, % at 2 µM;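 active means inhibition above the batch mean plus 3 SD and confirmed as a hit by visual image inspection, cut at about 30% in these data, passing the limit was not always enough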; further: strong numbers were not always called active
Smad3 FoxH1 inh: Smad3 (human) transcription factor binding inhibition; TR-FRET Smad3/Dy647-FoxH1 peptide binding, europium anti-His; P84022; inhibition, % at 25 µM; hit rate 0.29% among 88,000; AID 630;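 active means compounds that reduce the energy-transfer binding signal between the protein and its labelled peptide by more than half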;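 further: 0% = Smad3 plus labelled peptide maximal FRET and 100% = peptide-only background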
HUVEC tox IL1B: HUVEC cytotoxicity counter-screen, IL-1B stimulated | HUVEC cell count loss, Hoechst imaging | cell count reduction, % at 2 µM | hit rate 0.41% among 94,000;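 active means cell count reduction more than 3 SD above the screen-wide mean, cut at about 70% in these data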;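 further: normalized per plate to untreated control cells as the no-loss baseline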
Fibroblast inh: blocks proliferation of human lung fibroblasts | LL 47 human lung fibroblast viability, ATP luminescence; hits give low values | viability, % at 10 µM | hit rate 1.1% among 85,000;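 active means viability at or below 50% in the single dose screen; inactive means viability above 50%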;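 further: compound exposure lasted 72 h before the ATP readout; 100% = median luminescence of untreated cell-only wells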
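Benchmarks: Cell-only wells, no compound | Test system: LL 47 human lung fibroblasts, passage 12 or lower | Input: 1,150 cells/well | Measured by: CellTiter-Glo luminescence measuring cellular ATP | Medium: IMEM, 15% FBS supplement | Schedule: Overnight attachment after seeding, then 72 h compound exposure at 37 °C | Doses: Compound addition at 0.1% DMSO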
Pyk2 oligo antag: blocks oligomerization of human Pyk2 in cells; Q14289; hit rate 0.83% among 99,000; z-score (the deposit names both 25 µM and 10 µM); Q293 cells, Pyk2 FERM NanoBiT luminescence; hits give low values;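 active means Z-score of -3 or lower, scaled per plate to the spread of control and sample wells; inactive means z-score above -3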;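 further: negative z-score means lost luminescence so less FERM oligomerization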
Target sequence (Q14289 whole entry, looked up): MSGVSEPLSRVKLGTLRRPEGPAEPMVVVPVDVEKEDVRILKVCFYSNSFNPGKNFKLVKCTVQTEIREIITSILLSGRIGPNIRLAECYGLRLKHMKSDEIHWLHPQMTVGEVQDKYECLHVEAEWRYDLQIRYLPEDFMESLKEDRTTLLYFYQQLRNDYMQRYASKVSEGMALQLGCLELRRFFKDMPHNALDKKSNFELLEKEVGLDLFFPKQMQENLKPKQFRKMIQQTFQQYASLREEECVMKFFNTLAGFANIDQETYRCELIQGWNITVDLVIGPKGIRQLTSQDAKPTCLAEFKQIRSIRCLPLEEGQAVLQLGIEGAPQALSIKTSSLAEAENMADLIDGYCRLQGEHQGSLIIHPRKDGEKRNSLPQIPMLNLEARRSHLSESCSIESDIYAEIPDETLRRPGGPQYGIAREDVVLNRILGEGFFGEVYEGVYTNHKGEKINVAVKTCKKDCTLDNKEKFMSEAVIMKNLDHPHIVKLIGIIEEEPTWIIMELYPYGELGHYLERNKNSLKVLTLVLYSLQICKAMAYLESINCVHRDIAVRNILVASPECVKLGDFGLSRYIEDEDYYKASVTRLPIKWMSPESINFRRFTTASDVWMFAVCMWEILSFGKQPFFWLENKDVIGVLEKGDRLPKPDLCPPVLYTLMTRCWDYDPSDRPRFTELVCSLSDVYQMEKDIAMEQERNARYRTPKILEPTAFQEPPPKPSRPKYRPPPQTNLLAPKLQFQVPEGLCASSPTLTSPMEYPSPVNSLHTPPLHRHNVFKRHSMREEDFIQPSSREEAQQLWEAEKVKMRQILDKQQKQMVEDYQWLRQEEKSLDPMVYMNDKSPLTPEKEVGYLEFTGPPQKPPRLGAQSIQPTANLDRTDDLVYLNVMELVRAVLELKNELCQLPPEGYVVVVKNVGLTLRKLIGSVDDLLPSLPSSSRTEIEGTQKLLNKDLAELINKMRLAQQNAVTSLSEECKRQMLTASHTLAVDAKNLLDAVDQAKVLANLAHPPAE
VCAM1 TNFa inh: reduces TNF alpha induced VCAM1 expression in HUVEC. HUVEC TNFa-induced VCAM-1 immunofluorescence, high-content imaging. inhibition, % at 2 µM. hit rate 0.48% among 95,000;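 active means inhibition above the batch mean plus 3 SD, with images confirmed as a hit by eye, cut at about 37% in these data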;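 further: 0% = TNF-stimulated DMSO wells and 100% = unstimulated control wells; not every result past the cut was called active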
H69AR growth 86K: blocks growth of human H69AR lung tumor cells; viability, % at 10 µM; H69AR lung tumor viability, ATP luminescence, 72 h; hits give low values; hit rate 6% among 85,000;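 active means viability at or below 40%; inactive means viability above 40%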;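 further: multidrug resistant small cell line overexpressing MRP-1 efflux transporter; 100% = mean luminescence of untreated control wells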
Starred values were filed as active, the others as inactive; . = not tested or not shown; [ ] = another dose, or the depositor's remark.

SMILES	HUVEC prolif 384	HUVEC tox TNFa	cytoskel mod	Smad3 FoxH1 inh	HUVEC tox IL1B	Fibroblast inh	Pyk2 oligo antag	VCAM1 TNFa inh	H69AR growth 86K
CCCn1c(SCC(=O)NCCc2ccccc2)nnc1-c1cccnc1	99	-14	-5	6	7	93	-0.14	1	83
CC1(C)CC(=O)CC(C)(C)N1OC(=O)c1ccccn1	95	-4	-8	8	-47	93	0.17	32	94
NC(=O)c1oc2ccccc2c1NC(=O)c1ccco1	91	.	.	4	.	102	.	.	68
CCOc1cc(/C=C2/C(=N)N3OC(C)=CC3=NC2=O)ccc1OCCOc1ccccc1	65	10	-13	15	-7	91	1.5	-7	68
CC1CCC/C(=C\Nc2ccc(O)cc2)C1=O (stereo not drawn)	85	-35	-6	8	-20	98	-0.17	3	58
CCOC(=O)C1=C(c2ccccc2)N(C)C(=O)NC1c1ccc(OC(F)F)c(OC)c1 (stereo not drawn)	84	-14	33	-5	-21	99	-3	2	96
Cc1ccc(S(=O)(=O)N2CCN(C(=O)CC3CCCC3)CC2)cc1	.	27	5	.	15	.	0.14	-57	.
COCCNC(=O)C(c1ccccc1)N(CCOC)C(=O)Cn1nnc2ccccc21 (stereo not drawn)	98	54	6	-11	22	111	0.67	64	90
COc1cccc(-c2nc(CS(=O)(=O)CC(=O)NCCC(C)C)c(C)o2)c1	.	-15	-2	.	-41	.	.	14	.
Cc1ccc(Cc2cnc(NC(=O)c3cccs3)s2)cc1	56	-12	-22	-5	1	78	-0.9	0	17*
COc1ccc(C2C(C(=O)Nc3cccc(C)n3)c3ccccc3C(=O)N2C)cc1 (stereo not drawn)	108	-11	-6	14	-16	87	-0.46	28	85
COc1ccc(-c2nc(CSCC(=O)NCC3CCCO3)c(C)o2)cc1OC (stereo not drawn)	94	-21	.	3	-11	99	1.1	7	82
O=C(CSc1nnnn1-c1ccc(F)cc1)NC1CCCCC1	93	9	4	0	-3	93	0.3	18	98
O=C(/C=C/c1ccccc1)Nn1cnnc1	.	11	-41	.	-71	.	0.14	-3	.
CC(C)OCCCNC(=O)c1ccc2c(c1)ncn2C1CCCC1	97	.	.	1	.	104	.	.	93
Cc1cc(C)nc(NC(=O)c2ccc(OC(C)C)cc2)n1	97	15	-2	-11	19	119	0.06	10	98
Cc1nc2ncnn2c(C)c1CCC(=O)NC(C)CCc1ccco1 (stereo not drawn)	96	5	-33	-8	-13	101	-0.01	-2	88
Cc1cnc(NC(=O)c2cc3c(C)nn(-c4ccccc4)c3s2)s1	64	10	-5	-3	-2	62	-0.71	14	26*
CCCn1c(SCC(=O)NCCc2ccccc2)nnc1-c1ccccn1	103	-25	14	-1	16	99	0.18	16	95
C[C@H](NC(=O)c1ccccc1Cl)C(=O)OC(C(=O)Nc1cc(C(F)(F)F)ccc1Cl)c1ccccc1 (stereo partly drawn)	.	2	-19	.	11	.	-1.9	23	.
O=C(NCCO)C1CCN(S(=O)(=O)c2ccc(F)cc2)CC1	92	-20	19	-23	-8	112	0.14	-7	105
O=C1OC(NC(=O)c2ccccc2)C(n2cc(CO)nn2)=C1Cl (stereo not drawn)	86	6	5	2	18	94	-0.27	-14	54
O=C(N1CCCCCC1)N1CCN(C(=O)N2CCOCC2)CC1	96	-4	-4	5	14	100	0.39	-2	96
COc1ccc(N2C(=O)CC(S/C(N)=N/N=C(\C)c3cccs3)C2=O)cc1 (stereo not drawn)	.	-24	-1	.	4	.	0.65	4	.
Cc1ccc(Cn2c(SCC(C)C)nc3c2c(=O)n(C)c(=O)n3C)cc1	90	6	-4	7	33	95	0.2	-14	97
Cc1ccc(Cl)cc1N1CCN(C(=O)CN(C2CCCCC2)S(C)(=O)=O)CC1	88	-4	-6	-7	9	93	-0.42	-6	73
COC(=O)C1(C(=O)OC)NOC2C(=O)N(c3ccc(Cl)cc3Cl)C(=O)C21 (stereo not drawn)	.	-8	-10	.	-26	.	0.51	1	.
CCCCS(=O)(=O)NC1=NCN(Cc2ccco2)CN1	115	1	5	8	-42	107	-0.32	1	86
CN(Cc1ccccc1)C(=O)C1CCCN(Cc2ccc(Cl)cc2)C1 (stereo not drawn)	97	-11	-3	5	-37	94	1.3	0	87
Cc1[nH]nc2c1C(=O)CC(C)(C)C2	80	-7	-9	1	13	99	-0.12	18	92
CCc1ccc(N/C(SCc2ccccc2C)=C(/C#N)C(=O)NCc2ccco2)cc1	.	-22	45	.	-6	.	-0.45	4	.
Cc1ccc2ncc(NC(=O)c3ccc(F)cc3)c(=O)n2c1	108	-8	-14	20	-38	109	1	-4	98
CC1CCCN(S(=O)(=O)c2ccc(S(=O)(=O)NC(C)c3cccs3)cc2)C1 (stereo not drawn)	.	4	-6	.	-2	.	-0.44	-13	.
CCOC(=O)c1c(C)c(C(=O)NCCN2CCOCC2)c(C)n1C	99	18	-1	7	-15	103	0.48	6	97
O=C(Nc1ccc(Oc2cccnc2)cc1)c1ccccc1F	.	-26	-2	.	26	.	0.39	3	.
Cc1ccc(N=Nc2c(N)[nH]n3c(=O)cc(-c4ccccc4)nc23)cc1	.	6	-33	.	-17	.	-1.8	28	.
COC(=O)c1ccc(COc2ncnc3c(Cl)cc(Cl)cc23)o1	95	-27	11	3	12	90	0.21	-4	88
COCCNS(=O)(=O)c1ccc(F)c(OC)c1	95	0	-8	13	11	104	0.57	-6	107
Cc1cc(C)n(C(CC(=O)N2CCc3ccccc3C2)C(=O)O)n1 (stereo not drawn)	95	23	4	1	-26	.	2.4	14	104
N#Cc1ccsc1NC(=O)CSc1nnc(-c2ccccc2)o1	.	-17	10	.	5	.	-0.14	8	.
Cc1nn(Cc2c(F)c(F)c(F)c(F)c2F)c(C)c1NC(=O)c1ccc(COc2ccc(F)cc2)o1	.	-2	-18	.	-2	.	-0.31	7	.
COC(=O)c1cc(CSc2nc3ccc(C)cc3[nH]2)oc1C	69	-23	-38	-3	-9	102	2.1	5	85
CC(=O)N1C(=O)c2cccc3cccc(c23)C(=O)N1C(C)=O	92	-16	1	3	-39	91	.	-16	79
O=C(Nc1ccccc1)N1CC=C(c2ccccc2)CC1	101	-25	6	5	-38	100	.	19	92
COc1ccc(-c2cc(C(F)(F)F)nc(S(C)(=O)=O)n2)cc1	.	-24	27	-1	-1	.	0.04	12	.
O=C(Cc1ccc2c(c1)CCCC2)Nc1ccccc1Cl	.	7	-24	.	-39	.	-1.4	8	.
COc1ccc(OC(C)C(=O)N2CCN(c3ccccn3)CC2)cc1 (stereo not drawn)	118	-52	10	-2	1	107	0.66	1	85
COc1cc(/C=N/N(C)c2ccccc2)cc(Cl)c1O	36	-8	.	-1	-9	85	-3*	2	16*
Cc1cccc(Cn2c(=O)n(Cc3ccco3)c(=O)c3ccccc32)c1	91	2	-2	9	-52	96	-1.9	15	84
O=C(CSc1nc2ccccc2c(=O)n1Cc1ccco1)c1ccc(F)cc1	82	2	-10	19[fluorescence artefact?]	12	97	-0.54	-20	67
Cc1nc2ccc(Nc3nc4cc(S(=O)(=O)N5CCOCC5)ccc4o3)cc2s1	89	-22	11	5	-22	104	-1.5	-7	77
c1ccc(-c2cn3cccnc3n2)cc1	94	-29	1	-3	-14	96	0.59	0	97
C=CCn1c(CSc2nc3ccccc3s2)n[nH]c1=S	98	-13	29	4	-23	99	0.69	-2	96
COc1ccc2c(c1)-c1c(ssc1=S)C(C)(C)N2	36	14	-12	9	94*	85	-2.2	-26	92
O=C(Nc1ccccc1C(F)(F)F)C1CC(=O)N(c2ccccc2F)C1 (stereo not drawn)	95	-11	16	2	15	94	-0.32	6	94
Cc1nc2ccc(NC(=O)N3CCCCC3)cc2nc1C	88	.	-7	6	-34	96	-0.53	-21	101
COc1cc(-c2nc3n(n2)C(c2ccncc2)C(C(N)=O)=C(C)N3)cc(OC)c1OC (stereo not drawn)	96	-14	30	11	-4	98	0.2	-4	88
Cc1nn(C)c(C)c1S(=O)(=O)N1CCC(C(=O)Nc2ccc3c(c2)OCCO3)CC1	103	16	-8	9	-2	98	.	27	94
O=C(N/N=C/c1cc2ccccc2nc1Cl)/C(=C/c1cccs1)NC(=O)c1ccccc1	.	-9	-1	.	22	.	-0.62	-13	.
CCCCCCOC(=O)CCn1[nH]c(=O)c2ccccc2c1=O	97	.	.	-3	.	102	-0.87	.	93

Brought forward from above: five compounds, then new ones.
SMILES	HUVEC prolif 384	HUVEC tox TNFa	cytoskel mod	Smad3 FoxH1 inh	HUVEC tox IL1B	Fibroblast inh	Pyk2 oligo antag	VCAM1 TNFa inh	H69AR growth 86K
Cc1nc2ccc(NC(=O)N3CCCCC3)cc2nc1C	88	.	-7	6	-34	96	-0.53	-21	101
COc1cc(-c2nc3n(n2)C(c2ccncc2)C(C(N)=O)=C(C)N3)cc(OC)c1OC (stereo not drawn)	96	-14	30	11	-4	98	0.2	-4	88
Cc1nn(C)c(C)c1S(=O)(=O)N1CCC(C(=O)Nc2ccc3c(c2)OCCO3)CC1	103	16	-8	9	-2	98	.	27	94
O=C(N/N=C/c1cc2ccccc2nc1Cl)/C(=C/c1cccs1)NC(=O)c1ccccc1	.	-9	-1	.	22	.	-0.62	-13	.
CCCCCCOC(=O)CCn1[nH]c(=O)c2ccccc2c1=O	97	.	.	-3	.	102	-0.87	.	93
CCc1c(C#N)c(SCCC(=O)Nc2ccc(F)cc2)nc2c1C(=O)CC(C)(C)C2	.	0	-16	.	9	.	-3.2*	-12	.
Cc1cccc2c(SCC(=O)NCC3CCCO3)nc(-c3ccc(F)cc3)nc12 (stereo not drawn)	.	-18	-18	.	-1	.	0.2	4	.
COc1ccc2[nH]c(=O)c(CN(CCN3CCCC3)C(=O)Nc3ccccc3Cl)cc2c1	61	.	.	7	.	87	0	.	80
c1cnc(Oc2ccc(-c3nnco3)cc2)cn1	103	5	7	-4	10	100	-0.56	-7	101
CCOc1cc(S(=O)(=O)N2CCN(Cc3ccccc3)CC2)ccc1Br	104	3	-12	-1	-15	109	-1.7	7	104
CC(=O)Nc1ccc(S(=O)(=O)Nc2nc(C)cc(-n3nc(C)cc3C)n2)cc1	91	.	.	-6	-19	105	0.84	.	94
CN1CCN(S(=O)(=O)c2cccc(S(=O)(=O)c3ccc(Cl)c(Cl)c3)c2)CC1	100	.	.	-1	-2	87	1.4	.	94
Cc1ccc(N2CC(C(N)=O)CC2=O)cc1 (stereo not drawn)	104	-46	-10	51*	-19	105	2.6	14	101
COc1ccccc1C1(CC(=O)N2CCCCC2)CCOC(C(C)C)C1 (stereo not drawn)	97	-19	-1	-3	-2	93	-0.37	10	92
COc1ccc(C(CC(=O)O)NS(=O)(=O)c2ccc(C)cc2)cc1OC (stereo not drawn)	94	-31	6	6	-32	105	-0.9	-3	93
COC(=O)c1ccc(OCC(=O)Nc2nn(-c3ccccc3)nc2C(N)=O)cc1	79	.	.	3[fluorescence artefact?]	.	93	0.35	.	62
O=C(O)CCCNC(=O)c1cncc(O)c1	.	0	14	.	-2	.	0.07	9	.
CCOC(=O)Cc1csc(NC(=O)CSc2nc3cccnc3n2CC)n1	105	-43	23	4	-15	102	-0.65	-16	87
O=S(=O)(Nc1ccccn1)c1ccc(Oc2ccccc2)cc1	103	-6	14	3[fluorescence artefact?]	-39	99	-0.25	10	83

Some of the compounds tested. The share of hits here may be higher or lower than overall.
